Compound activity: PubChem BioAssay, National Center for Advancing Translational Sciences (NCATS)
GAA glycogen: qHTS Assay for Inhibitors and Activators of Human alpha-Glucosidase Cleavage of Glycogen; Lysosomal alpha-glucosidase (Homo sapiens), P10253; recombinant GAA, glycogen substrate, Amplex Red glucose oxidase fluorescence; Potency, µM (series often up to 76.4 µM), without a hit: at the highest dose activity change, negative = inhibition, usual class: inhibitors; actives 0.38% (n = 300,000); AID 2100, 2009; active means well fitted inhibition curve with a large enough effect; inconclusive means small, poorly fitted or top-dose-only effect, or another doubt; inactive means no such curve, though single readings can be large or run the other way;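 further: 0% = full enzyme reaction and -100% = no-enzyme basal signal; the screen sought inhibitors and activators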
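Recombinant enzyme (4 nM final) with compounds titrated up to 77 uM and bovine liver glycogen (30 ug) in citrate pH 5.0, 0.01% Tween-20, 37 C 40 min. Released glucose detected by Amplex Red/glucose oxidase (Ex 573/Em 610); AC50 from Hill fits.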
An asterisk follows results filed as active; ? = inconclusive; [ ] = dose if it differs, or a comment. Potency means the concentration at half of the fitted maximal effect. An excerpt (hit frequency here may not be typical).

Compound	GAA glycogen
N=c1c(C(=O)NC2CCCC2)cc2c(=O)n3ccccc3nc2n1CCCN1CCOCC1	5%
COc1cc(/C=C2/SC(=S)N(Cc3ccccc3)C2=O)ccc1O	-7%[76.3 µM]
CCOC(=O)N1CCN(C(=O)c2nn(C)c3c2CSc2ccccc2-3)CC1	10%[76.3 µM]
Cc1ccc(-c2noc(CCCC(=O)NCc3ccco3)n2)cc1	?
CN(C(=O)c1cc2nc(-c3ccco3)cc(C(F)(F)F)n2n1)c1ccc(OC(F)(F)Cl)cc1	18%[76.3 µM]
Cc1oc2c(cc(NS(=O)(=O)c3ccc(C(C)C)cc3)c3ccccc32)c1C(=O)OCc1ccccc1	3%[76.3 µM]
CCOc1ccc(-c2nc(CSCC(=O)NCCCN3CCCC3=O)c(C)o2)cc1	-1%[76.3 µM]
Cc1ccn(S(=O)(=O)c2ccc(N3CCCC3=O)cc2)n1	8%
O=C(Cc1ccc(-c2ccccc2)cc1)Nc1ccccn1	-15%
CC(=O)CCc1ccc(OCC(O)CNCCOc2ccc(C)cc2)cc1 (stereo not given)	-4%
CCCCn1c(N)c(N(CCOC)C(=O)COC(=O)c2ccccc2OCC)c(=O)[nH]c1=O	-3%[76.3 µM]
Cc1ccc(Oc2ccc(S(=O)(=O)NCC(C)(C)N3CCOCC3)cc2)cc1	5%[76.3 µM]
CC(C)c1ccc(NC(=O)C(Cc2ccccc2)NS(=O)(=O)c2ccc3c(c2)oc(=O)n3C)cc1 (stereo not given)	19%[76.3 µM]
Cc1c(Cc2ccccc2)c(=O)oc2c(C)c(OC(C)C(=O)N[C@@H](Cc3ccccc3)C(=O)O)ccc12 (stereo not given in full)	-12%[76.3 µM]
COc1cccc(N2CCN(C(=O)CN3C(=O)NC4(CCCC4)C3=O)CC2)c1	-5%[76.3 µM]
Cc1cc(C)c(Cn2c(=O)n(CCCC(=O)NCc3ccc4c(c3)OCO4)c(=O)c3sccc32)c(C)c1	2%[76.3 µM]
CC(C)c1ccc(N(C(=O)c2snc(C(N)=O)c2N)C(C(=O)NC2CCCC2)c2ccncc2)cc1 (stereo not given)	4%
O=C(c1cc2cc(Cl)ccc2[nH]1)N1CCN(C(=O)c2ccco2)CC1	-3%[76.3 µM]
O=C(CSc1ccc(-c2ccc(F)cc2)nn1)NC1CCCCC1	1%
CCc1cccc(NC(=O)CC2Oc3ccccc3NC2=O)c1 (stereo not given)	3%
COc1ccc(N2CCN(C(=O)c3ccccc3NC(=O)c3ccccc3)CC2)cc1	-7%[76.3 µM]
O=C(C(=O)N1CCN(Cc2ccc3c(c2)OCO3)CC1)c1c[nH]c2ccccc12	0%[76.3 µM]
COc1ccc(-n2nc(C(=O)NCC(=O)NCCCN3CCN(C)CC3)c3ccccc3c2=O)cc1	-1%
Nc1cc(=O)[nH]c(SCCSc2cc(Cl)ccc2Cl)n1	3%
COc1ccc(CC(=O)Nc2c(C(=O)Nc3ccc(F)cc3)oc3ccccc23)cc1OC	11%[76.3 µM]

2 entries picked at random from the list so far, as already listed:
Compound	GAA glycogen
N=c1c(C(=O)NC2CCCC2)cc2c(=O)n3ccccc3nc2n1CCCN1CCOCC1	5%
CC(C)c1ccc(NC(=O)C(Cc2ccccc2)NS(=O)(=O)c2ccc3c(c2)oc(=O)n3C)cc1 (stereo not given)	19%[76.3 µM]

(continued)
Compound	GAA glycogen
Fc1cc2[nH]c(=S)[nH]c2c(Br)c1N1CCSCC1	?
Nc1cc(OC(=O)c2ccc(F)cc2)nn1S(=O)(=O)c1ccccc1	-5%
COc1ccc(N(CC(=O)NC(C)(C)C)C(=O)CCC(=O)Nc2nccs2)cc1	15%[76.3 µM]
Cc1ccc(OCC(=O)N[C@@H](C)c2nnc3ccccn23)cc1C	1%[76.3 µM]
CCN1CCN(c2cc(N3CCN(C(=O)c4ccco4)CC3)c3c4c(onc24)-c2ccccc2C3=O)CC1	-8%[76.3 µM]
COc1cccc(Nc2nc3ccccc3nc2NS(=O)(=O)c2ccc(NC(C)=O)cc2)c1	4%[76.3 µM]
COc1cccc(NC(=O)CSC2=NN3CCCC(=O)N=C3S2)c1	-5%
Cc1ccc(Cl)cc1N1CCN(C(=O)CSc2cc(=O)n(C)c3ccccc23)CC1	14%[76.3 µM]
CN(CC(=O)Nc1ccc(Cl)cc1)CC(=O)Nc1cccc(Br)c1	1%
Cc1ccc2nc(SCC(=O)Nc3ccc(C#N)cc3)[nH]c2c1	12%[76.3 µM]
O=C(Cn1ncc2c3ccccc3n(Cc3ccccc3)c2c1=O)NC1CCCCCC1	2%[76.3 µM]
Cc1ccc(NC(=O)Cn2c(=O)n(Cc3ccc4c(c3)OCO4)c(=O)c3ccc(C(=O)NC4CCCCC4)cc32)cc1	15%[76.3 µM]
COc1cccc(-c2nc3c(c(=O)[nH]c(=O)n3Cc3ccccc3)n2CCO)c1OC(F)F	3%
COc1ccc(CN2C(=O)COc3ccccc32)cc1	-10%[76.3 µM]
O=C(N/N=C/c1cc2c(cc1Cl)OCO2)c1cccc(Br)c1	-3%[76.3 µM]
Cc1ccc(OCCSc2nc3ccccc3n2CC(=O)N2CCOCC2)cc1	1%[76.3 µM]
COc1ccc(N(CC(=O)N/N=C/c2cccnc2)S(=O)(=O)c2ccccc2)c(OC)c1	-1%[76.3 µM]
CS(=O)(=O)N(CC(=O)N1CCc2ccccc2C1)c1cccc(F)c1	-10%[76.3 µM]
CCOC(=O)c1sc(NC(=O)COc2ccc3c(c2)OCO3)nc1C	-3%
Cc1coc2c1c(C)cc1oc(=O)c(CC(=O)N[C@@H](C)C(=O)O)c(C)c12	0%
CC(C)c1ccc(NC(=O)C2CCN(C(=O)c3ccc(F)cc3)CC2)cc1	3%[76.3 µM]
CCC(CC)c1nnc(NC(=O)CS(=O)(=O)c2ccccc2)s1	1%[76.3 µM]
O=C(NCc1nnc(SCC(=O)N2CCCCCC2)o1)c1ccc(F)cc1	-1%[76.3 µM]
Cc1c(Cl)cccc1NC(=O)Cn1nc(C(F)(F)F)c2c1CCC2	-3%[76.3 µM]
CCCn1cnc2scc(-c3ccc(OC)cc3)c2c1=O	8%[76.3 µM]
Nc1nonc1-n1nnc(C(=O)N/N=C/c2cccc(F)c2)c1-c1ccccc1	7%[76.3 µM]
CC(C)(C)C1CCc2onc(C(=O)Nc3ccc4c(c3)OCO4)c2C1 (stereo not given)	1%[76.3 µM]
CC(C)(C)c1ccc(C(=O)NCC(=O)N2CCCC2)cc1	0%
CC(C)CCNC(=O)C1CCC(CNS(=O)(=O)c2ccc(Cl)cc2)CC1 (stereo not given)	-4%
COc1ccccc1CNc1ccc(-c2nc(-c3ccncc3)no2)cc1[N+](=O)[O-]	-3%[76.3 µM]
C=CCC(O)(CC=C)CNC(=O)C1CCC(=O)N(CCCc2ccccc2)C1 (stereo not given)	-5%[76.3 µM]
O=C(O)c1ccc2c(c1)ncn2-c1ccc(F)c(F)c1	-10%[76.3 µM]
O=C(Nc1cc([N+](=O)[O-])ccc1C(=O)NCCN1CCOCC1)c1ccccc1	1%[76.3 µM]
Nc1ccc(-c2nc3c(ccc4ccccc43)[nH]2)cc1	-11%[76.3 µM]
COc1cc2[nH]c(C(=O)NCc3ccccc3)cc2c(OC)c1OC	2%
COc1cc(OC)cc(C(=O)NCC2CCCN(C(=O)c3csc(C(C)C)n3)C2)c1 (stereo not given)	0%[76.3 µM]
COc1ccc(N(CC(=O)Nc2cc(C)ccc2C)S(=O)(=O)c2c(C)[nH]c(=O)[nH]c2=O)cc1	-14%[76.3 µM]
Cc1cc(C)n(CCc2nc3c4ccccc4nc(N4CCN(c5ccccc5F)CC4)n3n2)n1	12%[76.3 µM]
O=C(CNS(=O)(=O)c1ccc([N+](=O)[O-])cc1)N/N=C/c1ccc(O)cc1O	-10%
COCCNC(=O)Cn1cnc2c(cnn2-c2ccc(OC)cc2)c1=O	2%
COc1ccc(Cl)cc1NC(=O)CSC1=Nc2ccccc2C2=NC(CC(=O)NCc3ccc4c(c3)OCO4)C(=O)N12 (stereo not given)	?
Cc1ccc(S(=O)(=O)Nc2cccnc2)c(C)c1C	16%[76.3 µM]
CC(=O)Oc1c(-c2ccc(Br)o2)oc2ccccc2c1=O	2%[76.3 µM]
COc1cccc(C(C2C(=O)CC(C)(C)CC2=O)C2C(=O)CC(C)(C)CC2=O)c1	5%
O=C(Nc1cccc(F)c1)c1c(O)c2ccccc2[nH]c1=O	-15%[76.3 µM]
O=C(Nc1ccc2oc(-c3cccnc3)nc2c1)c1ccc(-c2ccccc2)o1	-10%[76.3 µM]
COc1ccccc1C(=O)Nc1nnc(SCC(=O)NC2CCCC2)s1	-9%[76.3 µM]
O=C(/C=C/c1ccc(O)c([N+](=O)[O-])c1)c1ccc2ccccc2c1	-2%
COc1ccc(C(=O)NC(C)c2cnn(-c3ccccn3)c2C)o1 (stereo not given)	0%[76.3 µM]
Cc1ccccc1NC(=O)Cn1nc(C(=O)O)c2ccccc2c1=O	-7%[76.3 µM]

Looked up above.
Entry for `O=C(/C=C/c1ccc(O)c([N+](=O)[O-])c1)c1ccc2ccccc2c1` in GAA glycogen: -2%
Entry for `C=CCC(O)(CC=C)CNC(=O)C1CCC(=O)N(CCCc2ccccc2)C1` (stereo not given) in GAA glycogen: -5%[76.3 µM]

The list continues:
Compound	GAA glycogen
COc1ccc(-c2cc3nc(C4CCN(C(=O)OC(C)(C)C)CC4)c(C(=O)Nc4cc(Cl)cc(Cl)c4)cn3n2)cc1	15%[76.3 µM]
O=C(Nc1cccc(C(F)(F)F)c1)Nc1ccc2[nH]c(=O)[nH]c2c1	-5%
O=S(=O)(c1ccc(Cl)cc1)n1cnc2ccccc21	9%[76.3 µM]
Cn1nc(C(=O)NC2CCCN(Cc3ccccc3F)C2)c2ccccc2c1=O (stereo not given)	-8%[76.3 µM]
CCNC(=S)Nc1cc2oc3ccccc3c2cc1OC	-2%[76.3 µM]
Clc1ccc(-c2noc3ncnc(N4CCCCC4)c23)cc1	1%[76.3 µM]
CC(C)Oc1ccc(C(=O)Nc2ccc(S(=O)(=O)N3CCN(C)CC3)cc2)cc1	2%[76.3 µM]
COc1cccc(C(=O)NCCCNC(=O)c2ccccn2)c1	-7%[76.3 µM]
COC(=O)c1cc2c(cc1NC(=O)c1cnn(-c3ccccc3)c1-n1cccc1)OCO2	19%[76.3 µM]
CCN(CC)S(=O)(=O)c1ccc2c(c1)c(=O)c(C(=O)N1CCN(c3cc(Cl)ccc3C)CC1)cn2C	1%[76.3 µM]
O=C(c1ccc(N2CCCS2(=O)=O)cc1)N1CCN(c2ccc(F)cc2)CC1	6%
O=C(N/N=C/c1ccc2c(c1)OCO2)c1ccc(Cl)cc1Cl	3%
Cc1ccc(NC(=O)C(=O)NCc2ccco2)cc1	17%[76.3 µM]
Cc1ncoc1C(=O)NC1CCCc2c1cnn2-c1ccc(C(C)(C)C)cc1 (stereo not given)	-11%[76.3 µM]
Cc1cccc(C(=O)Oc2ccc3ccc(O)cc3c2)c1	11%[76.3 µM]
COc1nccnc1NS(=O)(=O)c1ccc(NCc2ccccc2O)cc1	7%[76.3 µM]
CCc1nnc2c(NCc3ccc(F)cc3)nc3ccccc3n12	-12%[76.3 µM]
Cc1ccc(OCCn2nnc3sc4c(c3c2=O)CCC(C)C4)cc1 (stereo not given)	13%[76.3 µM]
CCCn1c(=O)c(C(=O)NCc2ccc3c(c2)OCO3)c(O)c2ccccc21	23%[76.3 µM]
Cc1nnc(SCC(=O)Nc2cccc([N+](=O)[O-])c2)n1CC1CCCO1 (stereo not given)	4%
Cc1ccc(NS(=O)(=O)c2c(C)[nH]c(C)c2C(=O)N2CCCC2)cc1Cl	-2%[76.3 µM]
CCc1ccc(C(=O)C[n+]2cccc3cc(OC)ccc32)cc1	2%[76.3 µM]
COc1ccc([C@@H]2[C@@H]3C(=O)N(C(C)(C)C)C(=O)[C@@H]3[C@]3(Cc4ccccc4)C(=O)N(c4ccc(C(F)(F)F)cc4)C(=O)N23)cc1	-2%[76.3 µM]
O=C1NC(=O)/C(=C/c2ccccc2Cl)N1	3%
COc1ncccc1C(=O)NC1CCCc2c1cnn2-c1ccc(C)c(C)c1 (stereo not given)	-9%[76.3 µM]
O=C(Nc1ccccc1-c1ccccc1)c1ccccc1[N+](=O)[O-]	5%[76.3 µM]
COc1cc(OC)c(OC)cc1CN1CCSCC1	12%[76.3 µM]
CN(Cc1ccccc1)S(=O)(=O)c1nnc(NC(=O)c2ccccc2F)s1	-1%[76.3 µM]
COc1ccc(S(=O)(=O)N2CCC(C(=O)Nc3cc(C(F)(F)F)ccc3Cl)CC2)cc1	-7%[76.3 µM]
O=C(CC(C(=O)O)c1ccc(F)cc1)c1ccc(Cl)cc1 (stereo not given)	-3%
CCc1nnc2c(NCc3cccc(OC)c3)nc3ccccc3n12	14%[76.3 µM]
CC(=O)Nc1ccc(C(=O)NCC2(N3CCCCC3)CCCCC2)cc1	-2%[76.3 µM]
CC1CN(C(=O)c2ccc(NS(=O)(=O)c3ccc(F)cc3)cc2)CC(C)O1 (stereo not given)	-1%[76.3 µM]

Filtered by structure, the entries above with a thiophene ring, fused or not.
Compound	GAA glycogen
Cc1cc(C)c(Cn2c(=O)n(CCCC(=O)NCc3ccc4c(c3)OCO4)c(=O)c3sccc32)c(C)c1	2%[76.3 µM]
CCCn1cnc2scc(-c3ccc(OC)cc3)c2c1=O	8%[76.3 µM]
Cc1ccc(OCCn2nnc3sc4c(c3c2=O)CCC(C)C4)cc1 (stereo not given)	13%[76.3 µM]
